Vif-A3F inh – qHTS for Inhibitors of Vif-A3F Interactions: qHTS; HeLa A3F-eYFP + Vif (tagged APOBEC3F with the HIV-1 protein that degrades it), YFP fluorescence increase; Potency, µM (highest dose often 46.1 µM), for inactives: top-dose activity, negative = active; 0.2% of 390,000 active; AID 602313, 2012; note: potency is the fitted concentration of half-maximal effect; % of control where 0% means no effect; nearly all actives have a fitted effect of over 65% in size
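HeLa cells stably expressing Vif plus C-terminally eYFP-tagged A3F were seeded, incubated overnight at 37 deg C, dosed with compound, incubated overnight again at 37 deg C. Yellow fluorescence (Ex 488/Em 500-530) reported blocked Vif-mediated A3F-eYFP degradation.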
Vif-A3G inh – qHTS for Inhibitors of Vif-A3G Interactions: qHTS. DNA dC->dU-editing enzyme APOBEC-3G (Homo sapiens), Q9HC16. HeLa A3G-eYFP + Vif (tagged APOBEC3G with the HIV-1 protein that degrades it), YFP fluorescence, overnight. Potency, µM (doses to about 46.1 µM), for the others: at the top dose activity, negative = active, usual class: inhibitors. 0.076% of 410,000 active;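 note: potency is the fitted concentration of half-maximal effect; % is set by controls: 0 for no effect and ±100 for the full control effect; nearly all actives have a fitted effect of over 60% in size; hits raise eYFP signal because A3G escapes Vif-driven loss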
Target sequence (Q9HC16 whole entry, looked up): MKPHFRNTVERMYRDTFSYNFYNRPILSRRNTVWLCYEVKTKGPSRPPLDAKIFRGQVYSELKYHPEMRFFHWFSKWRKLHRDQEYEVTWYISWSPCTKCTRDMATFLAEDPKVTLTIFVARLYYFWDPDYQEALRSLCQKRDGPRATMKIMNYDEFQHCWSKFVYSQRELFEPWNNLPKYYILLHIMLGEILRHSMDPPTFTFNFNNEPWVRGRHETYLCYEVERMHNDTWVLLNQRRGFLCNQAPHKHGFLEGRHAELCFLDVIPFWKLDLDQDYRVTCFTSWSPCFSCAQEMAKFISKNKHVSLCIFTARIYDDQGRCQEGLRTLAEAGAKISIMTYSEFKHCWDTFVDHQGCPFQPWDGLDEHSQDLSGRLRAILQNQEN
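Read-out is eYFP fluorescence (Ex 488/Em 500-530) from Vif-expressing HeLa A3G-eYFP cells; more signal means A3G escaped Vif-mediated degradation. Cells plated overnight, compound pinned in, incubated overnight at 37 deg C.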
RGS4 inhibitor – Inhibitors of Regulator of G Protein Signaling (RGS) 4: qHTS | Regulator of G-protein signaling 4 (Homo sapiens), P49798 | Transcreener GDP fluorescence polarization, RGS4-accelerated GTP hydrolysis | Potency, µM (series often up to 114 µM), for the others: top-dose activity change, negative = inhibition, hits mostly inhibitors | 0.039% of 390,000 active; note: potency is the fitted concentration of half-maximal effect; % is set by controls: 0 for no effect and ±100 for the full control effect; nearly all actives have a fitted effect of over 75% in size; some results filed as inactive show a strong effect at the top dose
Target sequence (P49798 whole entry, looked up): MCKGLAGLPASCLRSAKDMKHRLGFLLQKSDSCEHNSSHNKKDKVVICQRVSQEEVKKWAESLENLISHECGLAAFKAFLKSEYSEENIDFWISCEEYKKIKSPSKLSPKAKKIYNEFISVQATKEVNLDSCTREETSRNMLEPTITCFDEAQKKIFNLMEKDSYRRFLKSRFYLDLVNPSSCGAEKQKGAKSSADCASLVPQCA
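MLSMR compounds (23 nl, pin-transferred) preincubated 10 min at room temperature with a 500nM (2x) first reagent, then RGS4 at 900nM (2x) plus Transcreener GDP mix added; fluorescence polarization (620/688 nm) read before and after 90 min at 30 °C.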
D2 antag – HTS Assay for Allosteric Antagonists of the Human D2 Dopamine Receptor: Primary Screen for Antagonists. D(2) dopamine receptor (Homo sapiens), P14416. AID 485344, 2010. inhibition, % at 10 µM. HEK293 TREx D2 cells, calcium flux, dopamine EC80. 2% of 340,000 active; in the data active = inhibition above about 30%; note: 0% is about no effect
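Dopamine at EC80 is the agonist stimulus; test compounds precede it by 180 s. Calcium flux read kinetically in a force-coupled, inducible HEK293 T-REx D2 cell line.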
ERG-DNA inh – qHTS for Small Molecule Inhibitors of the ERG Ets/DNA interaction. AID 624246, 2012. 0.028% of 370,000 active. fluorescence polarization, His-ERG Ets domain / labelled DNA. Potency, µM (doses to about 76.9 µM), for inactives: top-dose FP activity, negative = inhibition, usual class: inhibitors. Transcriptional regulator ERG (Homo sapiens), P11308; active = well fitted inhibition curve with a large enough effect in the polarisation, with a control signal flat; inconclusive = small, poorly fitted or top-dose-only effect, or effect the other way, or a change in a side signal; inactive = no such curve, though single readings can be large or run the other way; the % refers to the polarisation;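 note: polarization taken with two DNA probes labelled with fluorescein and Texas red; potency is the fitted concentration of half-maximal effect; % of control where 0% means no effect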
Target sequence (P11308 whole entry, looked up, the tested form may be a part): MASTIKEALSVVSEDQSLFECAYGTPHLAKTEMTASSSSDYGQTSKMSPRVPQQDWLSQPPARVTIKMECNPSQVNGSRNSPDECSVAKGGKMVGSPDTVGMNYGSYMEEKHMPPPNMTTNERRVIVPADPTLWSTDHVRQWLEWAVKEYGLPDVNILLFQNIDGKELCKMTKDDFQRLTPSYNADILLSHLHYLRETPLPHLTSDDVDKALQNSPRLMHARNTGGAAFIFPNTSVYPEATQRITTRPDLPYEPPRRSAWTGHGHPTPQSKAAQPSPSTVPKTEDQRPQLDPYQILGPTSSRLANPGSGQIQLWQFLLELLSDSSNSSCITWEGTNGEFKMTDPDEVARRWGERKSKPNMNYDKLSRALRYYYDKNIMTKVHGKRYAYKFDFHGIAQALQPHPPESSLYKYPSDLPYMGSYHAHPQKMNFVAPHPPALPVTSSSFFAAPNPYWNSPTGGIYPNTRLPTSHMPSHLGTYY
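His-tagged ERG Ets domain (1 uM in the protein solution; 300mM KCl, 50mM Tris-HCl, 1mM EDTA, 1mM DTT, pH 7.5) received compound, then a probe mix of 5 nM fluorescein-DNA and 100nM Texas-615-DNA. Fluorescence polarization was read for both dyes.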
GRP78 ERSR act – qHTS for Inducers of the Endoplasmic Reticulum Stress Response (ERSR) in Human Glioma: qHTS | U87-MG GRP78 promoter luciferase reporter, 16 h | Potency, µM, without a hit: at the highest dose activation, hits mostly activators | 0.02% of 420,000 active | AID 602332, 2012; note: potency is the fitted concentration of half-maximal effect; series mostly up to about 76 µM; % of control where 0% means no effect; nearly all actives have a fitted effect of over 35% in size
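ERSR induction read as luciferase luminescence (Bright-Glo, 10 min at room temperature) in stably transfected human U87-MG glioma cells exposed to compounds for 16 h, using GRP78 as sensor.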
LDHA block – qHTS assay for inhibitors of human lactate dehydrogenase; L-lactate dehydrogenase A chain (Homo sapiens), P00338; purified LDHA, NADH/diaphorase-resazurin fluorescence; stronger effect = lower value; activity change, % (values are at about 110 or 230 µM); 0.15% of 480,000 active; AID 1347041, 2019; in the data active = activity change below about -30%; inconclusive = mostly about -25% to -30%;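 note: plate controls were DMSO wells for no effect and wells without enzyme for full effect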
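Enzyme activity of human lactate dehydrogenase 5 (2 nM; 0.06 mM NADH, 0.2 mM pyruvate, 5 min, RT) is measured via a resazurin/diaphorase fluorescence readout of residual NADH.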
12-LOX inh – Primary qHTS assay for inhibitors of human arachidonate 12S-lipoxygenase (ALOX12): Round 2; 1.1% of 580,000 active; Potency, µM (top dose mostly 108 µM), for inactives: at the highest dose activity change, negative = inhibition, usual class: inhibitors; purified 12hLO, xylenol orange hydroperoxide absorbance; AID 1671190, 2021; Polyunsaturated fatty acid lipoxygenase ALOX12 (Homo sapiens), P18054; note: potency is the fitted concentration of half-maximal effect; % is set by controls: 0 for no effect and ±100 for the full control effect
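Purified human 12hLO (150 nM final) in 25 mM Hepes, 0.01% Triton X-100, pH 7.0 was preincubated 15 min at room temperature with compound. Then 40 uM arachidonic acid was added, 30 min. Hydroperoxide was read by Fe-XO absorbance ratio 573/405 nm.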
D2 ag – HTS Assay for Allosteric Agonists of the Human D2 Dopamine Receptor: Primary Screen for Agonists. D(2) dopamine receptor (Homo sapiens), P14416. HEK293 T-REx D2 cells, calcium flux agonist mode. activation, % at 2 µM. 0.53% of 340,000 active;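 active = activation over 3 SD above normal in the single-dose calcium agonist read, cut at about 30% in these data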; note: 0% is about no effect
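Tetracycline-induced HEK293 T-REx cells with force-coupled D2 receptor, plated overnight at 30 C, loaded with no-wash calcium dye. After a 10 s baseline, compound was pin-added and calcium flux read kinetically for 180 s; calcium rises flagged agonists.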
Active calls of the source: *; ? = inconclusive; · = not tested or not shown; [ ] = another dose, or the depositor's remark. Unless noted, calls come from the whole dose curve; as a rule, active = well fitted curve in the direction sought with a large enough effect; inconclusive = small, poorly fitted or top-dose-only effect, or another doubt; inactive = no such curve, though single readings can be large; an effect the other way counts as inactive or inconclusive. An excerpt. The share of hits here may be higher or lower than overall.

Compound	Vif-A3F inh	Vif-A3G inh	RGS4 inhibitor	D2 antag	ERG-DNA inh	GRP78 ERSR act	LDHA block	12-LOX inh	D2 ag
COCCN1C(=O)N[C@@H](c2ccccc2)C(C(=O)OC)=C1C	-2%	1%	15%	·	-5%	-1%	-3	?	·
O=C(N/N=C/c1c(Cl)cccc1Cl)c1ccc(F)cc1	0%	1%	0%	16	-4%	-2%	-12	8%	0.7
Cc1cccc(C(C)Nc2ccc([N+](=O)[O-])cn2)c1 (stereo not drawn)	2%	-4%	30%	·	0%	-4%	-2	?	·
CCOC(=O)C(NC(=O)OC(C)C)(Nc1nccs1)C(F)(F)F (stereo not drawn)	5%	1%	-14%	10	5%	-3%	-1	0%	-0.7
CS(=O)(=O)N(Cc1ccc(C(=O)NCCSCc2ccco2)cc1)c1ccccc1	-5%	-7%	8%	-2	1%	-1%	-13	0%	-0.2
Cc1ccc2c(c1)c1c(n2CC(O)Cn2ccnc2C)C(=O)CCC1 (stereo not drawn)	-2%	1%	-2%	·	-1%	-4%	0	390%[activator]	·
COc1cc2c(cc1NC(=O)c1ccncc1)oc1ccccc12	-1%	6%	-10%	12	-15%	11%	-3	·	1.3
O=C1C=CC(=O)N1Cc1cccnc1	-16%	1%	-25%	·	5%	0%	4	-9%	·
CC(C)(C)n1nnnc1C(c1ccc(Cl)cc1)N1CCCc2ccccc21 (stereo not drawn)	2%	-2%	1%[11.4 µM]	-13	-3%	-5%	-8	-1%	-0.5
COc1cc(C2N=C(N)Nc3nc4ccccc4n32)ccc1OCCC(C)C (stereo not drawn)	3%	1%	-14%	·	?	-6%	-18	?	-0.7
CC1CC(C)CN(C(=O)C2CCN(S(=O)(=O)c3cccc4cccnc34)CC2)C1 (stereo not drawn)	6%	-11%	11%	-3	-3%	-2%	-2	·	0.1
CC(C)CCNC(=O)C1CC(=O)N(CCc2ccccc2)C1 (stereo not drawn)	4%	2%	-9%	-4	9%	0%	1	0%	1.0
COc1cccc(C2CC(=O)N3CN(c4ccccc4F)CSC3=C2C#N)c1 (stereo not drawn)	-11%	-4%	?	-8	-4%	-6%	4	8.9µM*	-1.8
Cc1ccc(C)c(N2N=C(C(=O)Nc3ccccc3N3CCOCC3)CCC2=O)c1	-1%	-10%	6%	23	7%	-3%	-5	24%	-0.7
COc1ccc(C(=O)Nc2ccc3c(c2)OCCO3)cc1[N+](=O)[O-]	3%	1%	-47%	-14	11%	-1%	-6	11%	-0.8
CC(=O)Nc1cccc(NC(=O)CSc2nc(=O)n(CCCN3CCOCC3)c3c2CCC3)c1	-1%	2%	24%	-1	-4%	-6%	-6	0%	0.0
O=C(NC1CCCCC1)c1ccc(COCC(F)(F)F)o1	6%	1%	17%	-10	7%	-2%	-8	29%	-1.2
Cc1ccc(NC(=O)CSc2nnc3[nH]c(=O)cc(C)n23)cc1Cl	3%	4%	5%	·	-4%	-3%	-1	-27%	-3.9
O=C(O)c1ccccc1/C=N/NC(=S)NC1CCCCC1	0%	-1%	-6%[56.9 µM]	11	-3%	2%	-2	-13%	-0.3
CCN(CC)CC(=O)N1CCCC(C(=O)c2ccccc2OC)C1 (stereo not drawn)	-6%	-2%	10%	2	-3%	4%	-1	-8%	-0.6
Cc1ccc(-n2ncc3c(SCc4cccnc4)ncnc32)c(C)c1	4%	0%	19%	8	3%	3%	-7	15%	1.8
Cc1ccc(SCc2nc(-c3ccccn3)no2)cc1	-7%	-2%	13%	-1	-5%	4%	-4	1%	-2.2
Nc1nonc1C(=O)N/N=C\c1cc2c(cc1Cl)OCO2	5%	3%	-17%	11	9%	-1%	0	71%[activator]	-0.5
Cn1c(SCC(=O)n2c3c(c4ccccc42)CCCC3)nnc1-c1ccccc1	-1%	0%	6%	18	-5%	-1%	0	-4%	0.5
Cc1ccc(NC(=O)COC(=O)Cn2c(C)csc2=O)cc1S(=O)(=O)N1CCOCC1	2%	-10%	-9%	·	16%	1%	-8	34%[activator]	·
COC(=O)CSc1nc(-c2ccc(C)cc2)c2c(c1C#N)CCCC2	0%	0%	-32%	12	1%	-3%	-4	-12%	1.2
O=S(=O)(Nc1nc2ccccc2nc1N1CCN(CCO)CC1)c1cc(F)ccc1F	3%	5%	-7%	4	-11%	-2%	-4	479%[activator]	0.2
Fc1ccc(-c2nc3c(-c4ccccc4)cnn3cc2CCN2CCOCC2)cc1	-15%	0%	11%	8	5%	1%	0	0%	0.6
COc1ccc(CCNC(=O)Cn2c(=O)n(CC3CCCO3)c(=O)c3ccccc32)cc1OC (stereo not drawn)	0%	-2%	17%	-11	-6%	-4%	0	-4%	-0.3
CN(C)CCOC(=O)NC12CC3CC(CC(C3)C1)C2	-4%	3%	12%	14	-12%	-3%	-9	?	0.6
COC(=O)c1sc2c(c1C)c(=O)n(-c1ccccc1)c(=O)n2CC(=O)Nc1cccc(C)c1	0%	2%	-14%	·	-4%	-1%	-4	?	0.3
CSCCC(NC(=O)c1ccc([N+](=O)[O-])cc1Cl)C(=O)OCC(=O)N(C)C (stereo not drawn)	-5%	-4%	22%	-3	·	2%	-3	-24%	0.7
Cc1ccc(SC[C@H](Cc2ccccc2)N2CCN(CCc3ccccc3)CCC2=O)cc1	0%	2%	11%	-1	6%	-2%	-9	-5%	-0.8
Cc1ccccc1-c1nnn(CC(=O)Nc2sc3c(c2C#N)CCC(C(C)(C)C)C3)n1 (stereo not drawn)	-1%	2%	-10%	·	1%	-3%	-3	-13%	-0.1
O=C(OCc1ccccc1)N1CCC2CC1c1cc(-c3cc4ccccc4o3)ccc12 (stereo not drawn)	-2%	-3%	·	·	·	-1%	-33*	-2%	·
COc1cc(NC(=S)N2c3ccccc3CC2C)cc(OC)c1 (stereo not drawn)	1%	-4%	-22%	-3	8%	-2%	-1	-14%	-0.6
CC(Oc1ccccc1)c1nnc(N)s1 (stereo not drawn)	3%	2%	22%	-18	-4%	-5%	-8	-6%	-0.3
COc1ccc(-c2c[n+]3c(n2-c2ccccc2)CCCCC3)cc1	4%	4%	16%[11.4 µM]	2	4%	-3%	-1	-1%	0.4
COc1cccc(NC(=O)CSC2=Nc3ccccc3C3=NC(CC(=O)NCCc4ccccc4)C(=O)N23)c1 (stereo not drawn)	-2%	-3%	21%	·	-12%	-2%	0	-28%	0.5
CCOC(=O)c1ccc(S(=O)(=O)n2c(CN3CCCCC3)nc3ccccc32)cc1	2%	1%	20%	7	0%	-3%	-3	-10%	-0.5
O=[N+]([O-])c1cnccc1Nc1ccc(F)cc1	5%	5%	-20%[11.4 µM]	-1	9%	-7%	-3	-9%	0.4
COC(=O)c1ccc(Sc2ccccc2NS(=O)(=O)c2ccc(NC(C)=O)cc2)nc1	-7%	0%	-30%	-21	5%	1%	-7	?	0.3
CCOC(=O)c1ccc(NC(=S)N2CCSC2c2ccc(Br)cc2)cc1 (stereo not drawn)	-8%	-5%	7%	0	-1%	?	-6	-13%	19
CCN(Cc1cc2ccccc2[nH]c1=O)C(=O)C(C)C	2%	0%	-16%	-7	-11%	-2%	-2	175%[activator][57.4 µM]	0.7
Cc1ccccc1NC(=O)N1CCc2ccccc2C1	-4%	0%	5%	-3	-13%	-2%	-6	7%	0.3
COC(=O)N/N=C/c1ccc(-c2ccc(C)c(Cl)c2)o1	6%	-4%	-7%	3	-3%	-1%	-2	-15%	0.2
CC1=CC(C)(C)N2C(=O)C3(SCC(=O)N3c3ccc(O)cc3)c3cc(C)cc1c32 (stereo not drawn)	1%	-1%	6%	·	14%	0%	0	-62%	·

Record cards, as listed above:
Listed for Cc1ccc2c(c1)c1c(n2CC(O)Cn2ccnc2C)C(=O)CCC1 (stereo not drawn) = Vif-A3F inh = -2%; Vif-A3G inh = 1%; RGS4 inhibitor = -2%; D2 antag = ·; ERG-DNA inh = -1%; GRP78 ERSR act = -4%; LDHA block = 0; 12-LOX inh = 390%[activator]; D2 ag = ·
Listed for O=C1C=CC(=O)N1Cc1cccnc1 = Vif-A3F inh = -16%; Vif-A3G inh = 1%; RGS4 inhibitor = -25%; D2 antag = ·; ERG-DNA inh = 5%; GRP78 ERSR act = 0%; LDHA block = 4; 12-LOX inh = -9%; D2 ag = ·

High-throughput results from PubChem BioAssay.
